# Source: PubChem (several laboratories)
# PKA-R2B activ – activators of human PKA-R2B complex. PKA-R2B holoenzyme dissociation, Cy5-IP20 fluorescence polarization; R2B truncated from residue 108, S112A mutant; 0% DMSO only, 100% 113 µM cGMP. P22694+P31323. activation, % at 11.4 µM. actives 0.079% (n = 340,000);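 active means activation above a cutoff set at the mean over all compounds plus 3 SD, cut at about 18% in these data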;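 further: higher means more holoenzyme dissociation and a rise in polarization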
# Target sequence (P31323 whole entry, looked up, other chains not shown, the tested form may be a part): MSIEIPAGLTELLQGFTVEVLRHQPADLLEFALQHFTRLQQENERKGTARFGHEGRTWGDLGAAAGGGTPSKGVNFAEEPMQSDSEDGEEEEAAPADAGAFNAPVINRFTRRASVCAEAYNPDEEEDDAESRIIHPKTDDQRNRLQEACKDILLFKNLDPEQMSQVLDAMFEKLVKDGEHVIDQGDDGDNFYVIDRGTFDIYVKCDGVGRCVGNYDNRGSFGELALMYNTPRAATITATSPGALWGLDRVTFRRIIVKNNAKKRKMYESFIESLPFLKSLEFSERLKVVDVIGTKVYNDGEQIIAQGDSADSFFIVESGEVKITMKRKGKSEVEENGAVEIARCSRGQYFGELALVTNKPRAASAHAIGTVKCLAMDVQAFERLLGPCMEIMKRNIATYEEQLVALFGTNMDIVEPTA
# DAGLB inh – blocks human DAGLB lipase activity; AID 504411; Q8NCG7; HEK293T DAGLB membrane lysate, EnzChek fluorogenic substrate; inhibition, % at 5.17 µM; actives 0.059% (n = 340,000); in the data active means inhibition above about 34%;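 further: 0% = enzyme with vehicle and 100% = wells lacking enzyme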
# HTR5A ag ctr – HTR5A agonism, opioid heterodimer counter-screen | AID 504692 | P47898 | actives 0.61% (n = 340,000) | HTR5A agonist assay, luminescence, cell-based | activation, % at 9.3 µM; in the data active means activation mostly above about 9.5%, no sharp cut-off; inactive means mostly below about 7.6%;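 further: 0% = cells with vehicle only and 100% = reference agonist; strong numbers were not always called active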
# Target sequence (P47898 whole entry, looked up): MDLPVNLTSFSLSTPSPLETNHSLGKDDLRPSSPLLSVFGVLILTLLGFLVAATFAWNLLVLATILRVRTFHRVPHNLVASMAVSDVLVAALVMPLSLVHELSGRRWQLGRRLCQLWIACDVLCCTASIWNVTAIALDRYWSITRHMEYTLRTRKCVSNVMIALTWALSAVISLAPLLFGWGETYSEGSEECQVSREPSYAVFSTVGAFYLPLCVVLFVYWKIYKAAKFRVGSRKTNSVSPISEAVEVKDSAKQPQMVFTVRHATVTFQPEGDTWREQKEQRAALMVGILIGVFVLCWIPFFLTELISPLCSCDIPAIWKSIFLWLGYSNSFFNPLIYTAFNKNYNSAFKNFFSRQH
# V-ATPase pHluor – regulators of yeast V-ATPase proton transport. S. cerevisiae, pHLuorin cytosolic pH fluorescence. actives 0.37% (n = 350,000). response, % at 10 µM; in the data active means response mostly above about 7.3%, no sharp cut-off; inactive means mostly below about 5.4%; further: actives read high; inactives centre near 0; some compounds called inactive have numbers as strong as hits; reference of the scale not given here
# DSG3 Ab inh – human desmoglein-3 autoantibody binding inhibition; binding (percent of control), % at 10 µM; DSG3-coupled beads, scFv-anti-DSG3-GFP binding, flow cytometry; active compounds read low; actives 0.48% (n = 310,000); AID 588358; P32926;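 active means binding more than 3 SD below its plate's average and above zero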;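 further: hits lower antibody fragment binding to DSG3; some compounds called inactive have numbers as strong as hits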
# PKA-R1A act – activates the PKA-R1A holoenzyme complex; P00514+P68181; activation, % at 11.4 µM; PKA-R1A dissociation, Cy5-IP20 fluorescence polarization; scaled: DMSO 0%, 113 µM cGMP 100%; actives 0.083% (n = 340,000);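 active means percent activation above the mean of all tested compounds plus 3 SD, cut at about 19% in these data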;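 further: higher means more PKAc released from R1A so a rise in polarization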
# Arr AP2 block – blocks beta-arrestin peptide binding to AP2 adaptin; actives 0.31% (n = 340,000); FITC-arrestin peptide / GST-AP2 beads, flow cytometry; AP2 beta2 appendage carries R879A mutation; AID 504490; inhibition, % at 10 µM;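 active means inhibition above a set limit, near 3 SD of compounds lacking own fluorescence, cut at about 54% in these data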;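 further: plate controls were DMSO wells for no effect and 5 µM unlabelled arrestin peptide for full effect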
#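 System: GST-AP2 R879A glutathione beads | Also added: FITC-arrestin peptide, 50 nM | Times: 12 min plus 1 h, RT | Signal: Bead flow cytometry, FITC channel | Buffer or medium: PBS with 0.05% Tween 20 and 0.1% BSA | Read-out basis: Percent drop in bead-associated FITC signal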
# MOR-DOR ag – OPRM1-OPRD1 heterodimerization agonism. actives 0.3% (n = 340,000). activation, % at 9.3 µM. AID 504326. cells, luminescence; in the data active means activation above about 18%;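 further: 0% = vehicle-treated cells and 100% = reference agonist; values of inactives mirror those of a sister screen read the other way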
# HTR5A inv ctr – inverse agonist of human HTR5A in OPRM1-OPRD1 counter-screen. P47898. actives 0.083% (n = 340,000). inhibition, % at 9.3 µM. HTR5A cell line, luminescence, inverse agonism; in the data active means inhibition mostly above about 23%, no sharp cut-off; inactive means mostly below about 18%;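 further: 0% = cells with DMSO and 100% = no-cell wells with DMSO; some compounds called inactive have numbers as strong as hits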
# MOR-DOR inv ag – inverse agonists of human mu-delta opioid receptor heterodimerization. P35372+P41143. actives 0.21% (n = 340,000). inhibition, % at 9.3 µM. cell-based MOR-DOR heterodimer luminescence, inverse agonism; in the data active means inhibition above about 22%, passing the limit was not always enough;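 further: 0% = cells with DMSO and 100% = wells without cells with DMSO; values of inactives mirror those of a sister screen read the other way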
# Active calls of the source: *; . = not tested or not shown.
SMILES,PKA-R2B activ,DAGLB inh,HTR5A ag ctr,V-ATPase pHluor,DSG3 Ab inh,PKA-R1A act,Arr AP2 block,MOR-DOR ag,HTR5A inv ctr,MOR-DOR inv ag
COc1ccc(N2CCC(CNC(=S)Nc3ccc(C)cc3C)C2)cc1 (configuration not stated),-4.9,1.4,4.4,-0.6,100.7,1.1,-1.3,-0.9,4.0,4.5
O=C(C1=CC=CN2CCS(=O)(=O)N=C12)N1CCN(c2cccc(Cl)c2)CC1,2.1,0.4,3.9,0.5,101.9,-12.3,-6.6,-5.5,5.0,21.7
CC(C)(C)OC(=O)N1CCC[C@H]1c1nnc(SCc2ccc(Cl)cc2Cl)o1,-4.2,-10.8,-1.1,-1.8,106.4,-3.3,8.8,4.2,-13.7,-18.9
Cc1ccc(Cl)c2c1NC(=O)C2(O)CC(=O)c1ccc(Br)cc1 (configuration not stated),-0.3,2.4,-3.0,-0.4,.,-3.2,7.2,-5.0,-14.1,30.1*
CCOC(=O)c1sc(NC(=O)CCC(=O)O)nc1C,4.2,-0.2,4.5,0.8,104.1,7.2,7.8,-3.2,-10.6,15.7
Cc1ccc(-n2ncc3c2CCCC3NC(=O)CSc2ccccn2)cc1C (configuration not stated),-4.4,-0.9,-4.0,-2.2,.,-2.0,2.3,-3.0,-8.3,15.5
COC(=O)c1sccc1NC(=O)Nc1ccc(F)cc1F,12.8,-2.9,6.6,7.7,99.9,1.4,23.5,-2.8,-15.8,14.2
CCOC(=O)c1cc(CC)sc1NC(=O)COC(=O)c1cnccn1,7.9,-0.9,0.1,0.5,96.5,5.4,6.6,0.4,-0.1,-2.3
CCC(C)c1ccc(NC(=S)Nc2ccc(OC)c(OC)c2)cc1 (configuration not stated),0.4,-2.3,0.7,-2.2,97.6,0.1,18.1,6.3,-27.1,-37.2
CN(Cc1ccccn1)C(=O)c1cc(COc2ccc(F)c(F)c2)on1,-1.5,-3.0,.,2.1,96.8,1.5,.,.,.,.
O=C1/C(=C/c2ccc3c(c2)OCO3)Oc2cc(OCC(=O)N3CC(O)C[C@H]3C(=O)O)ccc21 (some centres not stated),3.8,-2.3,-0.9,0.7,.,2.7,-3.0,-1.4,21.2,7.0
COC(=O)c1ccc(-c2nc(CN3CCCN(C(=O)c4ccco4)CC3)c(C)o2)cc1,-2.5,0.8,6.6,-1.5,102.5,-9.8,2.8,-1.2,-22.6,8.3
CCC(CC)C(=O)Nc1nnc(S(=O)(=O)N2CCc3ccccc32)s1,-5.0,5.6,6.3,-0.1,92.6,-10.0,18.2,8.4,-17.7,-43.2
COCC(=O)Oc1c(S(=O)(=O)c2ccc(C)cc2)c(C)nn1C(C)(C)C,1.8,-1.7,0.2,-0.5,100.8,3.0,5.6,0.0,-0.6,0.0
O=C(NCCN1CCOCC1)C(=O)NCC1OCCN1S(=O)(=O)c1ccc(Br)cc1 (configuration not stated),-9.8,-2.3,1.8,-2.5,103.9,-3.0,-11.5,-2.1,-25.6,14.6
CCN(CC)C(=O)CN1C(=O)c2cccc3cccc(c23)C1=O,9.3,0.0,0.0,-2.4,104.2,-1.7,5.7,-2.5,-0.1,12.7
COc1ccc(CCN(C)C(=O)CN2C(=O)NC3(CCCCC3C)C2=O)cc1OC (configuration not stated),-2.7,1.6,0.0,-1.8,102.4,-8.1,-8.0,-0.4,-3.4,2.5
Cn1cc(Cl)c(C(=O)OCC(=O)c2ccccc2)n1,8.0,-2.4,7.4,0.0,109.0,4.1,-0.5,-0.6,-21.0,3.4
CC(C)(C)NCCCCOc1ccccc1F,-4.5,-0.2,-3.0,0.5,103.7,-3.0,-4.5,2.3,8.0,-14.2
O=C(Nc1ccc(OC(F)F)c(Cl)c1)C(c1ccccc1)c1ccccc1,-14.1,-2.7,9.4,5.0,105.3,-2.7,-2.5,8.9,-26.5,-64.5
Cc1ccc(NC2c3ncccc3C(=O)N2C2CCCCC2)cc1 (configuration not stated),13.3,4.1,1.8,-5.0,98.5,0.9,5.2,-2.1,-0.1,11.2
CNC(=O)COc1coc(CN2CCN(c3cccc(Cl)c3)CC2)cc1=O,7.1,0.4,-2.5,1.8,95.9,-3.7,-0.2,-2.6,6.2,13.1
N/C(COc1cc(Cl)cc(Cl)c1)=N\O,-2.9,-1.1,-0.1,-5.7,119.5,-24.1,-13.1,-1.3,3.2,6.8
Cc1ccc(SCc2ccc(C(=O)Nc3ccccc3C(=O)NC(C)C)cc2)cc1,-7.2,-3.2,2.2,-2.8,97.7,-5.6,9.4,0.0,-11.8,-0.2
COc1cc(C(=O)Nc2cc(C)ccc2C)ccc1OCc1c(C)noc1C,-6.5,-0.2,1.2,-1.6,133.5,-13.2,12.7,-2.6,-4.9,13.8
# Carrying on.
SMILES,PKA-R2B activ,DAGLB inh,HTR5A ag ctr,V-ATPase pHluor,DSG3 Ab inh,PKA-R1A act,Arr AP2 block,MOR-DOR ag,HTR5A inv ctr,MOR-DOR inv ag
O=C(CCCC1=NS(=O)(=O)c2ccccc2N1)Nc1ccccc1,0.7,-1.8,2.2,-1.0,100.9,-1.2,6.4,-0.5,-8.9,2.5
CC(C)C[C@H]1COCCS(=O)(=O)N1Cc1cccc(F)c1,-13.4,-2.6,-1.0,-0.2,107.0,-2.8,-1.0,0.7,-5.4,-4.0
Cc1ccc(S(=O)(=O)c2nc(-c3ccc(F)cc3)oc2SCC(=O)NCC2CCCO2)cc1 (configuration not stated),-9.3,2.1,1.8,4.7,101.6,1.2,-4.2,-1.0,5.9,5.4
CN(C)CCN1C(=O)C2C(C(=O)Nc3cc(Cl)cc(Cl)c3)C3C=CC2(O3)C1C(=O)NC1CCCCC1 (configuration not stated),5.6,-0.7,0.7,1.1,108.8,-14.5,51.7,1.4,-1.8,-7.6
CC(=O)NCCOC(=O)Nc1sc(=S)n(C)c1C,4.6,-2.1,-3.3,-3.0,.,-7.6,24.8,-3.4,11.1,20.8
O=C(Oc1ccc(-c2cnc3ccccc3n2)cc1)c1ccc(Cl)c([N+](=O)[O-])c1,3.4,-0.3,-3.6,-2.1,94.9,-1.3,-15.1,-1.0,24.4,6.1
CC(OC(=O)c1n[nH]c2ccccc12)C(=O)Nc1ccccc1[N+](=O)[O-] (configuration not stated),-7.7,-0.4,-1.1,-1.6,102.4,-1.4,39.9,32.1*,-19.3,-124.2
COc1ccc(NC(=O)CCNS(=O)(=O)c2ccc(NC(C)=O)cc2)cc1Cl,-4.9,0.2,3.8,2.0,99.8,-1.4,26.7,2.5,-6.0,-21.0
CCn1cc(C(=O)O)c(=O)c2cnc(N3CCN(C(=S)NC(=O)c4ccc(OC)cc4)CC3)nc21,3.2,-1.7,3.8,-0.8,97.3,-1.5,37.9,-2.2,-9.6,11.4
OCC#CCSc1nnc(-c2ccccc2Br)o1,1.9,-2.9,5.3,3.0,109.5,-0.9,13.4,-0.8,14.5,4.8
O=[N+]([O-])c1ccccc1CNC1CCCCCC1,2.6,-2.0,6.5,-1.9,106.5,-2.9,19.9,0.0,12.6,0.1
CCOC(=O)C(=Nc1ccccc1)NO,-1.9,1.5,1.0,0.4,94.1,-10.3,-20.3,-1.3,-2.7,6.7
CC(=O)N1c2ccc(S(=O)(=O)NCCC(=O)N(C)Cc3ccccc3)cc2CC1C (configuration not stated),-1.9,-1.5,-1.0,3.1,.,-5.7,-7.3,-1.4,3.8,7.3
COc1cccc(/C=N/NC(=O)c2nc(-c3ccccc3)cc(-c3ccccc3)n2)c1O,4.1,8.8,2.1,-0.6,95.9,-16.9,37.6,-0.8,-7.1,4.3
CCOc1ccc(S(=O)(=O)NCCSCc2ccco2)cc1,0.8,-1.9,4.4,1.8,120.4,7.4,2.9,1.8,0.3,-10.7
O=C(Nc1ccccc1F)C1CCCC1,2.6,-0.2,2.9,-0.5,100.4,-0.2,-5.7,-2.5,15.5,12.8
N/C(=N\OC(=O)CCC(=O)O)c1ncc(C(F)(F)F)cc1Cl,3.9,-0.5,3.7,2.1,100.9,2.5,26.8,0.2,-9.9,-0.9
CCN1CCn2c3c(c4cccc(C)c42)CCCC31 (configuration not stated),-1.6,-2.3,-2.6,0.1,101.7,-2.3,38.0,1.0,9.6,-4.6
Cc1c(NC(=O)c2cccc(NS(C)(=O)=O)c2)c(=O)n(-c2ccccc2)n1C,1.9,1.6,-0.3,0.3,97.2,1.9,2.6,-1.1,0.8,5.2
O=C1c2ccccc2C(=O)N1CC1=CCS(=O)(=O)C1,-1.9,0.1,-1.8,-1.3,101.5,-7.9,-7.4,-1.8,5.3,10.5
CN(C)S(=O)(=O)c1cccc(NC(=O)c2cc(=O)[nH]c(=O)[nH]2)c1,0.4,0.7,-1.3,-1.0,.,1.8,-8.2,0.1,4.6,-0.5
CCCC(=O)Nc1nnc(S(=O)(=O)N(CC(C)C)c2ccccc2)s1,-8.2,1.1,-2.3,0.4,97.6,8.5,4.8,-0.5,8.9,2.3
COc1ccc(NC(=O)c2ccc(-c3ccccc3C(F)(F)F)o2)cc1,1.4,-11.3,13.7,0.3,104.7,-5.1,3.4,4.9,-0.9,-27.5
CCn1nc(C(=O)Nc2ccc(S(=O)(=O)Nc3ncccn3)cc2)c2ccccc2c1=O,-5.2,-0.9,2.5,9.0,97.0,-16.0,8.3,-0.6,-14.7,2.8
Cc1nc(Br)c(Br)c(C)c1Br,2.3,-1.4,1.6,0.2,86.9,-2.6,-0.3,-2.9,-5.7,15.1
O=C(Nc1cccc(S(=O)(=O)N2CCCC2)c1)c1cc(-c2ccccn2)nc2ccccc12,-14.4,-0.9,2.2,-0.4,104.4,-3.2,5.7,-0.8,-6.1,3.9
COCCCNC(=O)c1cc(S(=O)(=O)NCCCN2CCCC2=O)ccc1Cl,-3.7,-1.6,-3.0,-1.9,.,0.3,32.4,-3.8,7.7,15.3
O=C(Nc1ccc(COc2ccccc2)cc1)Nc1cccc(C(=O)O)c1,2.5,0.0,1.5,-1.4,104.3,-6.4,9.8,-0.9,-5.5,3.9
O=C(c1cncc(Br)c1)N1CCc2ccccc2C1,7.3,2.8,-6.2,3.1,106.2,-6.4,0.7,-2.8,13.7,13.8
Cn1c2c(c(=O)n(C)c1=O)CN(CCc1ccccc1)CN2,-10.7,1.0,2.6,2.3,96.9,1.9,21.0,-2.6,1.9,15.2

# Part of the list above in order of formula weight, rising.
SMILES,PKA-R2B activ,DAGLB inh,HTR5A ag ctr,V-ATPase pHluor,DSG3 Ab inh,PKA-R1A act,Arr AP2 block,MOR-DOR ag,HTR5A inv ctr,MOR-DOR inv ag
O=C(CCCC1=NS(=O)(=O)c2ccccc2N1)Nc1ccccc1,0.7,-1.8,2.2,-1.0,100.9,-1.2,6.4,-0.5,-8.9,2.5
COCCCNC(=O)c1cc(S(=O)(=O)NCCCN2CCCC2=O)ccc1Cl,-3.7,-1.6,-3.0,-1.9,.,0.3,32.4,-3.8,7.7,15.3
CCn1cc(C(=O)O)c(=O)c2cnc(N3CCN(C(=S)NC(=O)c4ccc(OC)cc4)CC3)nc21,3.2,-1.7,3.8,-0.8,97.3,-1.5,37.9,-2.2,-9.6,11.4
CN(C)CCN1C(=O)C2C(C(=O)Nc3cc(Cl)cc(Cl)c3)C3C=CC2(O3)C1C(=O)NC1CCCCC1 (configuration not stated),5.6,-0.7,0.7,1.1,108.8,-14.5,51.7,1.4,-1.8,-7.6

# Outcome played no part in choosing rows. Share with any hit: about 2.4%.
